CAL PDZ FP-1 = untagged CAL PDZ binding inhibitors, primary screen, biochemical, fluorescence polarization, HTS; Golgi-associated PDZ and coiled-coil motif-containing protein (Homo sapiens), Q9HD26; purified CAL PDZ, TMR-peptide fluorescence polarization, 1 h; inhibition, % at 24.9 µM; 0.92% of 300,000 active; AID 602252, 2012;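 active = mean inhibition of at least 30% with at least half of replicates also reaching 30%; inconclusive = no clear call, values can overlap the other calls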;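 also: 0% = DMSO neutral control and 100% = excess unlabeled competitor peptide PRC23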
CAL PDZ FP-2 = CAL PDZ peptide-binding inhibitors, primary screen, biochemical, fluorescence polarization, Cer-tagged CAL PDZ, HTS | Golgi-associated PDZ and coiled-coil motif-containing protein (Homo sapiens), Q9HD26 | purified CAL PDZ, TMR-peptide fluorescence polarization, 1 h | inhibition, % at 20 µM | 0.02% of 330,000 active | AID 504414, 2011;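 active = highest replicate inhibition of at least 40%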;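 also: plate controls were DMSO neutral control wells for no effect and unlabeled competitor peptide control wells for full effect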
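Material: tagged CAL PDZ domain; buffer or medium: 25 mM sodium phosphate pH 7.4, 150 mM NaCl, TCEP, IgG, Thesit; compound dosing: single point, 20 µM; schedule: 1 h incubation at room temperature before polarization reading; measured by: FP readout, S and P plane fluorescence; read-out basis: percent inhibition from loss of millipolarization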
SR-BI uptake up = activators of SR-BI mediated DiI-HDL uptake, primary screen, ldlA[mSR-BI] CHO cells, DiI fluorescence | AID 504775, 2011 | 0.096% of 320,000 active | activation, % at 12.5 µM | 3 h; 100 = double the neutral-control signal;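 active = mean replicate activation of at least 60% and every replicate at or above 60%; inconclusive = mean or all-replicate condition met, but not both; inactive = mean below 60% and not all replicates reaching 60%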;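 also: 0% = median plate neutral-control signal and 100% = twice that signal; values of inactives mirror those of a sister screen read the other way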
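Assay system: CHO ldlA[mSR-BI] cells, LDL receptor-null, SR-BI overexpressing; medium: Ham's F12 with 0.5% BSA, HEPES 25 mM, pH 7.4; also added: DiI-HDL 10 µg/mL; timing: 3 h uptake period with compound, 37 °C; signal: DiI fluorescence, bottom read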
Wnt bcat act = Wnt/beta-catenin pathway activators, primary screen, cell-based, plate reader, single point. Wnt/beta-catenin reporter cell assay, activator. activation, % at 9.35 µM. 1.2% of 300,000 active; in the data active = activation above about 30%, passing the limit was not always enough; inconclusive = no clear call, values can overlap the other calls;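 also: 0% = neutral control wells and 100% = positive control wells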
Tat export inh = E. coli Tat export inhibitors, primary screen, MC4100, TorA-mCherry reporter, fluorescence, single point; inhibition, % at 10 µM; 0.036% of 340,000 active; AID 488895, 2010;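 active = mean replicate inhibition at least 50% and at least half of replicates individually reaching 50%; inconclusive = only one of the two criteria met; inactive = neither criterion met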;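 also: exported cargo escapes ClpAP degradation while cytoplasmic cargo is degraded and loses fluorescence; 0% = median of neutral control wells and 100% = median of NaSCN control wells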
Ecoli viability = E. coli V3065 growth inhibition, primary screen, counter-screen for AddAB inhibitor project, absorbance, OD600; 18 h; inhibition, % at 11.9 µM; 0.27% of 330,000 active; AID 449728, 2010;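 active = inhibition above the campaign's mean inhibition across all tested compounds plus 3 SD, cut at about 9.9% in these data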;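 also: uninfected addAB+ strain grown without phage in ampicillin broth; 0% = DMSO wells and 100% = ciprofloxacin 0.95 µg/ml wells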
AddAB inh = growth inhibition of E. coli expressing H. pylori AddAB, primary screen, AddAB inhibitor project, absorbance | inhibition, % at 11.9 µM | 0.29% of 330,000 active | AID 435030, 2010; in the data active = inhibition above about 12%;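 also: 0% = vehicle wells of infected cells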
phage Ecoli inh = growth loss of phage-infected E. coli, primary screen, RecBCD inhibitor project, absorbance, with phage, HTS | inhibition, % at 11.9 µM | AID 651602, 2012 | 0.26% of 360,000 active; in the data active = inhibition above about 11%
SR-BI HDL uptake = inhibitors of SR-BI mediated HDL lipid uptake, primary screen, ldlA[mSR-BI] cells, fluorescence, single point | Scavenger receptor class B member 1 (Mus musculus), Q61009 | ldlA[mSR-BI] CHO cells, DiI-HDL uptake fluorescence, 3 h | inhibition, % at 12.5 µM | 0.96% of 320,000 active | AID 488896, 2010;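 active = mean replicate inhibition of at least 70% and a set share of replicates each scoring 70 or more; inconclusive = meets just one of the two criteria; inactive = fails both criteria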;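 also: 0% = median of neutral control wells and 100% = median of positive control wells; values of inactives mirror those of a sister screen read the other way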
Target sequence (Q61009 whole entry, looked up): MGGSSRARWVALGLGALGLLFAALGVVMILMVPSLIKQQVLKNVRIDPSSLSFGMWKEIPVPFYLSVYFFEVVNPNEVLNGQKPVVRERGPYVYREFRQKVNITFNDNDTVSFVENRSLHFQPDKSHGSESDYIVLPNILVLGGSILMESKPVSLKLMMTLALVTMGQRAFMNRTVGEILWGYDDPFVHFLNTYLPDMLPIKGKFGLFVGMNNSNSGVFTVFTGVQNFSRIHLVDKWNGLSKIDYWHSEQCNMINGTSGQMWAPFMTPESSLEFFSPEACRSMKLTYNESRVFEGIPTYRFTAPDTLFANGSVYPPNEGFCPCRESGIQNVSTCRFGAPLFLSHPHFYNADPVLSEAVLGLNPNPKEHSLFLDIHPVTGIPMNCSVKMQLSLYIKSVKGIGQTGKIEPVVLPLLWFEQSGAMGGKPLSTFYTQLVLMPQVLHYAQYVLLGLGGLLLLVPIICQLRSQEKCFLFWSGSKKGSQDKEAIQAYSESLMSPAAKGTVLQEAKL
MITF act = activators of MITF-driven TRPM1 promoter reporter, primary screen, cell-based, SK-MEL-5, luciferase, single point; SK-MEL-5 TRPM1-promoter luciferase, 24 h; % of positive control, neutral wells = 0; activation, % at 12.5 µM; AID 588334, 2011; 0.75% of 300,000 active;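 active = mean activation of at least 80% with every replicate also reaching 80%; inconclusive = mean reaches 80% but some replicate falls short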;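 also: 0% = neutral control wells and 100% = parthenolide positive control wells; values of inactives mirror those of a sister screen read the other way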
An asterisk follows results filed as active; ? = inconclusive; · = no result given; & = joins results of further samples.

Molecule	CAL PDZ FP-1	CAL PDZ FP-2	SR-BI uptake up	Wnt bcat act	Tat export inh	Ecoli viability	AddAB inh	phage Ecoli inh	SR-BI HDL uptake	MITF act
Nc1nc(SCC(=O)Nc2cccc([N+](=O)[O-])c2)n[nH]1	-5	-0.8	3	-3	-7	-0.3	0.2	2.5	-3	-1
O=C1NC2(CCOc3ccccc32)C(=O)N1CC(=O)N(Cc1ccccc1)C1CCS(=O)(=O)C1 (centres undefined)	-4	0.4	14	1	-9	-1.1	-1.1	4.7	-14	-1
Cc1ccccc1-n1nnnc1Sc1nnnn1-c1ccccc1	-3	-1.5	-3	·	-8	1.7	2.4	3.6	3	-79
Cc1nc2c(c(-c3ccccc3)c1C#N)C(=O)c1ccccc1-2	·	0.5	-13	·	2	-3.2	0.3	0.5	13	·
CN1CCN(/N=C/c2nc(-c3cccc([N+](=O)[O-])c3)n3ccccc23)CC1	-2	-2.3	-3	-2	-5	-2.4	1.1	3.9	3	8
CCC(C)[C@H]1CNCCN1CCc1cccc(F)c1 (some centres undefined)	0	0.1	11	-2	-10	-1.8	-0.8	3.5	-11	8
Cc1ccc(NC(=O)COC(=O)c2ccc[n+]([O-])c2)c(Br)c1	0	-0.9	3	-5	-9	-0.6	-1.3	1.2	-3	8
OCC[C@H]1C[C@H](O)[C@@H](O)[C@]2(Cc3ccccc3CCO2)O1	2	0.1	6	1	5	-2.6	-3.5	2.7	-6	-6
COc1ccccc1CNC(=O)c1ccc2ccccc2n1	-1	-1.7	-13	2	0	3.3	1.5	1.9	13	-4
Nc1ccc2[nH]c(=S)[nH]c2c1	-3	-1.4	-13	-4	1	·	·	1.9	13	-21
CN(CC(=O)NCc1ccc(Cl)cc1)S(=O)(=O)c1cccc2nsnc12	-1	·	6	-5	-12	-0.1	-0.8	3.7	-6	·
O=C(/C=C/c1ccco1)Nc1cccc(NC(=O)/C=C/c2ccco2)n1	1	-2.8	-8	9	4	-0.9	3.2	0.7	8	71
O=C(Cc1ccccc1)NNS(=O)(=O)c1ccc(F)cc1	0	-1.5	8	3	-9	-1.9	0.9	3.0	-8	4
NC(=O)[C@@H]1CC2(CC(c3cccc(NC(=O)[C@H]4CCC(=O)N4)c3)=NO2)CN1C(=O)c1ccc(Cl)cc1 (some centres undefined)	0	-2.5	16	-4	-3	2.9	0.4	2.0	-16	-4
COc1ccc(C2/C=C\CN(CC(C)C)CC(=O)N2Cc2ccc(F)cc2)cc1 (centres undefined)	-5	-0.6	-1	-2	4	1.2	2.2	3.6	1	4
COC(=O)Cc1[nH]n(-c2ccccc2)c(=O)c1C(C)=Nc1ccccc1	-4	-9.4	-65	-6	0	3.0	2.4	1.9	65	21
Fc1ccc(NC(=S)NCc2ccccc2Cl)cc1	-4	-1.1	-14	-1	-10	13*	14*	12*	14	-7
COc1cccc(C(=O)NCCNC(=O)c2ccc(C)nc2)c1	0	-4.3	0	-2	1	1.1	1.9	0.4	0	-6
CCOC(=O)N1CCN(C(=O)CCn2c(=S)[nH]c3ccsc3c2=O)CC1	-5	-2.1	13	4	-15	-1.2	0.5	-2.3	-13	-21
CC(O)C1CCC2C3CC[C@H]4CC(O)CCC4(C)C3CC3(OCCO3)C12C (some centres undefined)	1	-0.9	-24	-3	-1	-0.2	-0.2	0.4	24	9

Next part
Molecule	CAL PDZ FP-1	CAL PDZ FP-2	SR-BI uptake up	Wnt bcat act	Tat export inh	Ecoli viability	AddAB inh	phage Ecoli inh	SR-BI HDL uptake	MITF act
O=C1ON(Cc2ccccc2)C(c2ccccc2)N1c1ccccc1 (centres undefined)	11	-0.6	9	-4	-1	·	·	0.9	-9	2
Cc1ccc(NC(=O)C2C(=O)N(C)c3ccccc32)cc1 (centres undefined)	-8	-1.7	30	-1	-2	-0.6	-1.5	3.8	-30	-11
CC(O)c1nc2ccc(Cc3ccc4nc(C(C)O)[nH]c4c3)cc2[nH]1 (centres undefined)	-4	-1.8	2	·	10	-2.7	1.5	3.0	-2	8
CCOC(=O)c1sc(/N=C/C2=C(O)CC(C)(C)CC2=O)c(C(=O)OCC)c1C	3	0.1	7	3	-5	-1.4	-0.8	2.6	-7	33
Cc1c(OCC(=O)NCCCN2CCOCC2)ccc2c3c(c(=O)oc12)CCC3	-3	-0.2	2	0	6	-0.8	1.5	3.5	-2	11
C=CCc1c(C)nc(C)nc1N/N=C/c1ccccc1	·	-1.4	-4	·	-1	-0.6	2.2	2.2	4	-2
COc1cccc(N(C(=O)c2snc(C(N)=O)c2N)C(C(=O)NCC2CCCO2)c2cccs2)c1 (centres undefined)	-6	1.0	·	0	-6	-0.9	1.6	0.3	·	-3
CC1CCc2sc(C(=O)N/N=C/C3CCCCC3)cc2C1 (centres undefined)	-3	-3.9	-31	-1	8	1.5	4.0	5.7	31	-12
Cc1ccccc1CCN(C(=O)c1csnn1)C(C(=O)NC1CCCC1)c1ccncc1 (centres undefined)	-3	-1.8	·	0	1	-0.2	0.6	0.4	·	-7
Cc1ccc2oc(=O)c3cnn(CC(=O)N4CCc5ccccc5C4)c3c2c1	·	0.4	-11	-2	-5	-1.0	3.8	1.8	11	·
CCN(CC)CCNc1nc2nonc2nc1NCCN(CC)CC	-4	0.3	5	0	-1	1.4	-0.1	0.1	-5	16
CC1=C(/C=C/C(=O)O)C(C)(C)CCC1	-4	-0.7	54	-5	1	-0.8	-3.2	3.2	-54	·
CCOC(=O)c1sc(NC(=O)CSc2nc(C)cc(C)n2)c(C#N)c1C	-2	0.1	-21	-4	8	-0.1	-1.5	1.7	21	·
CCOC(=O)C1CCN(c2c(N3CCN(Cc4ccccc4)CC3)c(=O)c2=O)CC1	·	-0.4	2	-3	2	-1.1	1.2	2.4	-2	4
Cc1ccc(S(=O)(=O)N2CCN(Cc3cccc(C)c3O)CC2)cc1	0	0.3	12	·	4	1.0	1.4	2.1	-12	13
O=c1[nH]c2ccc(N=Cc3c(O)ccc4cc(Br)ccc34)cc2[nH]1	·	0.4	13	-1	2	·	·	4.8	-13	5
C=CCNC(=O)NC(=O)COC(=O)c1nc2nccc(C)n2n1	-6	-0.4	6	-2	-5	-1.0	0.8	4.8	-6	1
Cc1ccc(S(=O)(=O)NC(C(=O)Oc2ccc3c(C(F)(F)F)cc(=O)oc3c2)c2ccccc2)cc1 (centres undefined)	-4	-1.3	42&13	0	-6&7	0.6	2.2	3.6	-42&-13	-2
CCNC(=O)C(=O)Nc1ccc(OC)c(Cl)c1	3	0.3	-22	15	-3	1.7	-2.5	3.2	22	12
S=c1[nH]nc(-c2cc(-c3ccccc3)n[nH]2)n1/N=C/c1c(Cl)cccc1Cl	0	0.4	·	0	-11	1.2	0.7	2.1	·	·

(cont.)
Molecule	CAL PDZ FP-1	CAL PDZ FP-2	SR-BI uptake up	Wnt bcat act	Tat export inh	Ecoli viability	AddAB inh	phage Ecoli inh	SR-BI HDL uptake	MITF act
COc1ccc(Nc2oc(COc3ccc(OC)cc3)nc2C#N)cc1	-3	-0.4	-58	-4	1	0.0	2.6	5.3	58	·
CC(=O)NC(Cc1cccc(F)c1)C(=O)NC1CCN(C(=O)c2cccc(C)c2)CC1 (centres undefined)	·	0.0	31	-3	0	-0.6	4.6	4.0	-31	·
CCn1c(SCC(=O)Nc2ccc3c(c2)OCCO3)nc2c(c1=O)SC(C)C2 (centres undefined)	0	1.3	9	·	-6	0.9	0.9	2.1	-9	-2
O=C(CC1NCCc2ccccc21)Nc1cccc(Cl)c1 (centres undefined)	1	0.1	-8	17	0	1.3	3.3	7.3	8	73
COC(OC)c1ccc(C#N)c(SCc2ccccc2)n1	·	0.0	-14	3	2	-1.1	-1.5	0.9	14	·
COc1cccc(-c2cc3nc4c(c(N5CCC6(CC5)OCCO6)n3n2)CCC4)c1	-1	-0.8	-55	6	6	-3.2	2.0	0.6	55	13
CCOc1ccc(CN2CCN(S(=O)(=O)c3ccc(NC(C)=O)cc3)CC2)cc1OC	0	0.3	-12	0	-26	0.9	0.1	3.0	12	3
Cn1nccc1NC(=O)NC(=O)c1c(Cl)cccc1Cl	-6	-1.1	26	4	-2	-0.8	2.1	3.8	-26	·
CCOC(=O)Cn1c(=NC(=O)c2cccs2)sc2cc(C(=O)OC)ccc21	2	-1.7	-72	12	-9	1.9	3.1	0.7	?	15
NC(=O)COC(=O)C12CC3CC(CC(O)(C3)C1)C2	-1	·	8	-1	-4	0.0	0.7	4.6	-8	-5
CCOC(=O)c1cccc(NS(=O)(=O)Cc2ccccc2)c1	-3	-0.7	1	0	-5	1.6	5.7	1.8	-1	-3
CCCNC(=O)Nc1ccccc1SC	-3	-3.0	27	-1	-5	1.8	2.3	3.3	-27	-12
O=C1c2ccccc2S(=O)(=O)c2cc(C(=O)N(c3ccccn3)c3ccccn3)ccc21	8	-0.3	13	·	2	-0.5	-0.1	3.5	-13	-4
COc1cc(NC(=O)c2ccc(CNc3c(N4CCOCC4)c(=O)c3=O)cc2)cc(OC)c1	-1	-0.8	-28	0	0	-2.3	-1.8	2.5	28	·
Cc1cc(C)n(-c2nc3ccccc3[nH]c2=O)n1	-8	-0.4	·	·	4	-3.6	-0.6	1.4	·	12
O=C(NCc1cccs1)C(=O)NCC1OCCCN1S(=O)(=O)c1ccc(F)cc1 (centres undefined)	-4	-0.6	24	-2	-10	0.8	2.6	3.6	-24	0
COc1ccc(C(=O)NCc2nnc(SCC(=O)c3ccccc3)n2C)cc1	-3	-0.9	-23	-4	-1	-0.1	-1.9	3.8	23	5
O=C(CSc1nc2c(sc3ccccc32)c(=O)n1CCCN1CCOCC1)NCC1CCCO1 (centres undefined)	2	1.1	37	-1	-1	-0.8	0.2	-0.2	-37	0
O=c1c2ccccc2nc2n1CCO2	-4	·	-11	-2	-3	-0.4	1.2	3.0	11	2
O=C(CSc1nncn1-c1ccccc1)Nc1ccccc1	-2	-0.5	15	-1	-12	-0.7	0.2	-1.0	-15	-11
COc1ccc(C2CC(C(F)(F)F)n3ncc(C(=O)Nc4cccc(O)c4)c3N2)cc1OC (centres undefined)	-5	-1.7	10	-6	-3	-1.5	-1.6	1.9	-10	16
